# M1AAP inhibition – malaria alanyl aminopeptidase activity blockers – biochemical, fluorogenic H-Leu-NHMec substrate, 1536-well (AID 1445). recombinant M1AAP, H-Leu-NHMec fluorogenic kinetic assay; higher % means a stronger effect. inhibition, % at 30 µM, or IC50 in µM where a hit was titrated. hit rate 0.42% among 220,000;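 active means primary inhibition above the hit cutoff, then over 50% inhibition at one or more dose response concentrations, cut at about 23% in these data, passing the limit was not always enough; inconclusive means conflicting primary data, or primary hits not chosen for dose response; inactive means low primary inhibition, or under 50% at every dose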;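 further: plate controls were DMSO full reaction for no effect and no enzyme background for full effect; strong numbers were not always called active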
# PMI inhibitors – inhibitors of human PMI, primary screen, biochemical, fluorescence intensity, coupled assay (AID 1209); hit rate 0.42% among 190,000; inhibition, % at 20 µM, or IC50 in µM where a hit was titrated; purified PMI enzyme, coupled fluorescence intensity; higher % means a stronger effect;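 further: plate controls were DMSO vehicle for no effect and wells lacking substrate for full effect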
# Hep lipid drop – hepatic lipid droplet formation modulation; AML12 mouse hepatocytes, oleate lipid droplets, BODIPY imaging; inhibition, % at 6.5 µM; hit rate 0.4% among 240,000; AID 1656;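 active means lipid droplet intensity inhibited by at least 50%, with more than 500 cells counted; inconclusive means wells with under 300 cells, treated as cytotoxic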
#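 Material: mouse AML12 hepatocyte cell line, fixed after treatment; Timing: compound with oleate, overnight; Technique: high-content imaging of BODIPY-stained droplets and DAPI nuclei; Probe or stimulus: oleate, 100 µM final; Dosing: compound at 6.5 µM only.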
# Myeloid diff MLP – compounds promoting myeloid differentiation; ER-HoxA9 myeloid progenitors, lysozyme-GFP differentiation, flow cytometry; calls only at 10 µM; hit rate 1% among 360,000;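 active means normalized GFP-positive differentiation at or above the plate's own cutoff, the solvent-only control mean plus 3 SD; inconclusive means no clear call, values can overlap the other calls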;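 further: cells exposed to compound for four days before flow analysis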
# human PMI inhibitors – human PMI inhibitors, high substrate, primary screen, biochemical, fluorescence intensity, high mannose 6-phosphate (AID 1220); recombinant PMI enzyme, coupled fluorescence intensity; higher % means a stronger effect; inhibition, % at 20 µM, or IC50 in µM where a hit was titrated; hit rate 0.66% among 190,000
# TNAP activation fold – human TNAP enzyme activators, primary screen, biochemical, luminescent, no phosphate acceptor, uHTS (AID 1001); purified TNAP, luminescent activation assay, no phosphate acceptor; higher activation fold means a stronger effect; activation fold at 20 µM; hits with a dose series show EC50 in µM; hit rate 0.03% among 200,000; in the data active means activation fold from about 3, or a potency from the dose series; inactive means the rest, 99 in 100 with activation fold below about 1.6; further: many of its hits are not listed in these tables
# CSM14.1 death rescue – protection against thapsigargin-triggered cell killing – 384-well, CSM14.1, ATP luminescence, primary screen (AID 1222); 190,000 tested, under 10 active; CSM14.1 thapsigargin-induced death rescue, ATP luminescence; higher % means a stronger effect; one-dose cellular ATP content (survival), % at 20 µM; EC50 in µM for titrated hits;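 active means EC50 below 50 µM in the dose-response confirmation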;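 further: death triggered by thapsigargin at about 15 µM added after 2 h compound pretreatment; cell ATP read after overnight thapsigargin exposure of roughly 18 to 22 hours; normalized against plate controls of thapsigargin alone and 5% DMSO vehicle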
# K1F lysis inhibition – protection from phage-mediated lysis, alamar blue read-out – E. coli UTI89, K1F phage, bacterial capsule biogenesis inhibitors (AID 488966) | E. coli UTI89 K1F phage lysis, alamar blue, 2 h; higher % means a stronger effect | inhibition, % at 100 µM; hits with a dose series show IC50 in µM | hit rate 0.02% among 340,000;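 active means phage lysis inhibition, versus mean bacterial control, above a set limit; inconclusive means no clear call, values can overlap the other calls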;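 further: capsule biogenesis inhibitors block K1F phage lysis so surviving cells raise fluorescence; higher fluorescence means more inhibition of phage lysis; actives were called in the ten point dose series up to 300 µM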
# WT yeast gro inh – growth inhibition of WT yeast, mitochondrial fusion screen | inhibition, % at 10 µM | hit rate 2.1% among 190,000 | mitochondrial fusion phenotypic screen, WT strain | AID 1362; in the data active means inhibition above about 58%; tested in S. cerevisiae
# WT yeast gro inh mutant strain – recorded beside WT yeast gro inh, whose call it bears; inhibition, %; mitochondrial fusion phenotypic screen, mutant strain inhibition
# Hep lipid drop cells 6.5 µM – also measured in Hep lipid drop; calls as there; cell count; measured here: cell count, cytotoxicity flag;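 cells counted across two imaged fields per well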
# Myeloid diff MLP GFP+ MAC1+ % – recorded beside Myeloid diff MLP, whose call it bears; GFP+ MAC1+ double positive, %; measured here: differentiation confirmed by MAC1 staining
# Numbers without * were called inactive; i = inactive; ? = inconclusive; / = no result given; + = active, no number; [ ] = another dose, or the depositor's remark. Unless noted, no stated cut-off is given here; in the data, active means inhibition above about 50%; inactive means the rest.
SMILES,M1AAP inhibition,PMI inhibitors,Hep lipid drop,Hep lipid drop cells 6.5 µM,Myeloid diff MLP,Myeloid diff MLP GFP+ MAC1+ %,human PMI inhibitors,TNAP activation fold,CSM14.1 death rescue,K1F lysis inhibition,WT yeast gro inh,WT yeast gro inh mutant strain
COc1ccc(/C(N)=N/OC(=O)c2ccc(C)c([N+](=O)[O-])c2)cc1OC,-1%,4%,12,772,i,0.4,-3%,1.1,-0.5%,0.0%,-11,-5
O=[N+]([O-])c1cccc(-c2ccc(SCc3cccnc3)nn2)c1,-8%,-7%,-8,686,/,/,2%,1,/,0.1%,9,15
CC1=C(C(N)=O)C(c2cccs2)NC(=O)N1 (stereo unspecified),0%,/,-14,696,i,0.1,/,/,/,0.1%,/,/
Cc1nc(-c2ccc(-c3ccon3)s2)no1,0%,/,1,710,i,0.3,/,/,/,0.6%,/,/
O=C(c1cccnc1)N1CCN(Cc2cccc(Br)c2)CC1,-2%,-5%,7,758,i,1.8,-10%,1,-3.2%,-1.4%,14,15
CCCCCCCCCc1nc2sc3c(c2c(=O)n1NC(=O)c1ccccc1[N+](=O)[O-])CC(C)(C)OC3,-2%,6%,19,573,i,0.1,10%,1,-4.7%,0.0%,71*,31*
Cn1c2ccccc2c2cnn(CC(=O)Nc3ccc(Cl)cc3)c(=O)c21,1%,/,-3,735,i,0.3,/,/,/,-0.6%[50 µM],/,/
CCCCOC(=O)Nc1nnc(CCOCC)s1,2%,1%,/,/,i,0.6,-1%,1.1,-2.8%,0.1%,-8,5
Cc1ccc(OCC(=O)N/N=C\c2ccc(C)o2)c([N+](=O)[O-])c1,4%,-5%,6,710,+,13*,2%,1.1,-1.0%,-0.1%,10,-1
CNC(=S)N(Cc1cccs1)Cc1cc2cc(OC)c(OC)cc2[nH]c1=O,10%,13%,1,584,i,0.3,11%,1.2,-1.7%,4.9%,-8,-3
Cc1ccc2[nH]c(=O)c(CN(CCCN3CCOCC3)Cc3nnnn3C3CCCC3)cc2c1,12%,-7%,/,/,i,1.4,4%,1.2,-1.7%,-0.1%,-17,-8
COc1ccc(CN2CCN(Cc3cccc(OC)c3)C(CCO)C2)cc1 (stereo unspecified),-1%,19%,-2,711,i,0.5,13%,1.1,-2.2%,-0.3%,-4,-9
Cn1cccc1/C=C1\SC(=S)N(NC(=O)c2ccccc2Cl)C1=O,18%,17%,-11,455,i,0.3,0%,0.8,8.7%,1.7%[50 µM],2,-18
COc1ccc(C(NC(=O)N2CC(C)OC(C)C2)C(Cl)(Cl)Cl)cc1F (stereo unspecified),10%,12%,-14,661,i,0.1,9%,1.1,1.3%,1.5%,-8,-6
O=S(=O)(c1ccccc1)c1nc(Nc2ccccc2N2CCOCC2)sc1Cl,-7%,12%,/,/,i,1.3,6%,1.1,-0.8%,0.2%,28,-9
CC1CC(=O)Nc2ccccc2N1S(=O)(=O)c1ccccc1 (stereo unspecified),7%,-8%,-4,654,i,0.7,-6%,0.9,2.2%,0.6%,1,3
O=S(=O)(NC1CCCC1)c1ccc(S(=O)(=O)N2CCN(c3ccccc3)CC2)cc1,5%,-6%,10,794,i,0.4,-6%,1.2,-0.2%,-0.1%,-6,-15
O=C(NCC(=O)N(CCc1ccccc1)C(C(=O)NC1CCCCC1)c1ccncc1)c1ccco1 (stereo unspecified),3%,-4%,/,/,i,0.8,7%,1,0.0%,-0.5%,-16,4
Cc1ccc(-n2c(=O)c3sccc3n(Cc3cc(=O)n4cc(Cl)ccc4n3)c2=O)cc1F,9%,13%,5,617,i,0.2,8%,1,-0.1%,1.2%[50 µM],26,-17
Cc1ccc(C)c(C(=O)N(C)CC(=O)Nc2ccccc2C(F)(F)F)c1,1%,-5%,-10,745,i,0.8,-3%,1.1,-2.3%,0.4%,0,8
O=C(O)/C(=C\c1ccccc1Cl)c1ccc(S(=O)(=O)N2CCCCC2)s1,18%,1%,-4,664,i,0.2,-23%,1,-4.5%,0.0%,-11,2
O=C(NNC(=S)NCCCN1CCOCC1)c1ccncc1,6%,1%,-5,643,i,0.2,-1%,1.2,-0.6%,-0.5%,0,-3
O=C(c1ccc(S(=O)(=O)N2CCOCC2)cc1)N1CCN(c2cccc(Cl)c2)CC1,-3%,20%,-3,766,i,0.2,11%,1.1,-1.2%,0.5%,13,-20
Cc1noc(C)c1C(=O)OCC(=O)Nc1ccccc1C(=O)NC(C)c1ccccc1 (stereo unspecified),10%,15%,-13,693,i,1.5,10%,1.1,2.3%,-0.3%,-8,2
O=C(CCc1nnc(CCCCc2ccccc2)o1)NC1CCCC1,8%,-2%,-3,691,i,0.3,-6%,1.1,0.1%,0.1%,0,-2
CCN(CC)c1ccc(/C=C(\C#N)C(N)=S)cc1,18%,/,29,779,+,6.8*,/,/,/,0.4%,/,/
COc1cc(/C=C2\SC(c3ccc(C)cc3)=NC2=O)ccc1O,10%,14%,-1,644,i,4.6,9%,0.6,-2.9%,0.9%,-2,10
CCCc1nc(NCc2ccc3c(c2)OCO3)c2nnn(Cc3ccccc3Cl)c2n1,8%,-3%,-25,694,i,0.8,-3%,1.1,-0.6%,0.7%,-9,-3
CN(C)C(=O)c1cc2cc([N+](=O)[O-])ccc2s1,0%,11%,/,/,i,0.5,14%,1,1.5%,-0.3%,-6,0
CON/C=C(\C=Nc1ccc(Cl)cc1Cl)c1ncc(C(F)(F)F)cc1Cl,1%,-2%,-1,599,i,3.8,-3%,1,-1.5%,0.1%,-14,4

# Eleven entries already listed, arranged by SMILES length, descending.
SMILES,M1AAP inhibition,PMI inhibitors,Hep lipid drop,Hep lipid drop cells 6.5 µM,Myeloid diff MLP,Myeloid diff MLP GFP+ MAC1+ %,human PMI inhibitors,TNAP activation fold,CSM14.1 death rescue,K1F lysis inhibition,WT yeast gro inh,WT yeast gro inh mutant strain
Cc1ccc(-n2c(=O)c3sccc3n(Cc3cc(=O)n4cc(Cl)ccc4n3)c2=O)cc1F,9%,13%,5,617,i,0.2,8%,1,-0.1%,1.2%[50 µM],26,-17
O=C(c1ccc(S(=O)(=O)N2CCOCC2)cc1)N1CCN(c2cccc(Cl)c2)CC1,-3%,20%,-3,766,i,0.2,11%,1.1,-1.2%,0.5%,13,-20
O=C(O)/C(=C\c1ccccc1Cl)c1ccc(S(=O)(=O)N2CCCCC2)s1,18%,1%,-4,664,i,0.2,-23%,1,-4.5%,0.0%,-11,2
CCCc1nc(NCc2ccc3c(c2)OCO3)c2nnn(Cc3ccccc3Cl)c2n1,8%,-3%,-25,694,i,0.8,-3%,1.1,-0.6%,0.7%,-9,-3
CON/C=C(\C=Nc1ccc(Cl)cc1Cl)c1ncc(C(F)(F)F)cc1Cl,1%,-2%,-1,599,i,3.8,-3%,1,-1.5%,0.1%,-14,4
Cc1ccc(C)c(C(=O)N(C)CC(=O)Nc2ccccc2C(F)(F)F)c1,1%,-5%,-10,745,i,0.8,-3%,1.1,-2.3%,0.4%,0,8
COc1cc(/C=C2\SC(c3ccc(C)cc3)=NC2=O)ccc1O,10%,14%,-1,644,i,4.6,9%,0.6,-2.9%,0.9%,-2,10
CN(C)C(=O)c1cc2cc([N+](=O)[O-])ccc2s1,0%,11%,/,/,i,0.5,14%,1,1.5%,-0.3%,-6,0
O=C(CCc1nnc(CCCCc2ccccc2)o1)NC1CCCC1,8%,-2%,-3,691,i,0.3,-6%,1.1,0.1%,0.1%,0,-2
CCN(CC)c1ccc(/C=C(\C#N)C(N)=S)cc1,18%,/,29,779,+,6.8*,/,/,/,0.4%,/,/
O=C(NNC(=S)NCCCN1CCOCC1)c1ccncc1,6%,1%,-5,643,i,0.2,-1%,1.2,-0.6%,-0.5%,0,-3

# (continued)
SMILES,M1AAP inhibition,PMI inhibitors,Hep lipid drop,Hep lipid drop cells 6.5 µM,Myeloid diff MLP,Myeloid diff MLP GFP+ MAC1+ %,human PMI inhibitors,TNAP activation fold,CSM14.1 death rescue,K1F lysis inhibition,WT yeast gro inh,WT yeast gro inh mutant strain
CCOC(=O)CSc1nnnn1-c1cc(OC)c(Cl)cc1OC,-1%,-12%,/,/,i,1.5,-14%,1,0.2%,2.3%,13,-1
O=C(Nc1cccc(C(F)(F)F)c1)c1cc2c(=O)c3ccccc3oc2nc1C(F)(F)F,15%,11%,/,/,i,0.1,0%,1,0.4%,0.8%,-4,3
COC(=O)C(C(=O)OC)c1ncccc1[N+](=O)[O-],-1%,/,4,770,i,0.7,/,/,/,1.0%,/,/
CCO[C@@H]1OC(C(=O)NCc2nc3ccccc3[nH]2)=C[C@H](c2ccccc2)[C@H]1CCCO,1%,5%,-2,742,i,1.5,-4%,1.2,-1.3%,2.1%,6,-1
COCCCNC(=O)Cn1ncc2c(=O)oc3ccccc3c21,-2%,-6%,/,/,i,0.3,0%,1,0.7%,-0.5%,-24,-17
O=C(NCc1ccc(F)cc1)C(=O)NCC1OCCN1S(=O)(=O)c1cccs1 (stereo unspecified),-3%,-3%,3,745,i,2.4,-4%,1,-3.9%,6.4%,-4,-8
O=C(Sc1ccc(Cl)cc1)c1cccc(Cn2cc(C(F)(F)F)ccc2=O)c1,-1%,/,0,731,i,0.6,/,/,/,0.7%,/,/
COc1cc(CN2CCN(C(=O)CC(C)C)CC2)cc(OC)c1O,3%,-14%,/,/,i,1.8,56%*,1.1,-0.4%,5.5%,-9,8
O=C(Nc1ccc(NC(=O)c2ccco2)cc1)c1ccc2c(c1)OCO2,0%,11%,-2,640,i,0.6,5%,1,-3.5%,1.4%,-4,14
CN(C)S(=O)(=O)c1cccc(C(=O)NCc2ccco2)c1,5%,3%,4,772,i,0.4,0%,1.2,-0.3%,0.6%,23,20
Cc1cccc(COCCN2CCN(S(=O)(=O)c3ccccc3)CCC2=O)c1,-6%,/,4,697,+,4.6*,/,/,/,0.3%,/,/
S=C(Nc1ccc(Oc2ccccc2)cc1)NC1CCCC1,-4%,12%,0,631,i,0.5,12%,1.5,5.6%,?,62*,44*
CCN1CCN(C2CC(=O)NC2=O)CC1 (stereo unspecified),-6%,-5%,10,703,/,/,-8%,1,-3.3%,/,-4,-5
Cc1ccc(C)c(S(=O)(=O)NCC(=O)Nc2sc3c(c2C(N)=O)CCC(C)C3)c1 (stereo unspecified),-1%,6%,2,788,i,1.4,-5%,1.1,2.1%,0.6%,-5,-1
